Tb PYK inh: qHTS of Trypanosoma Brucei Inhibitors. TbPYK enzyme, Kinase-Glo Plus ATP luminescence, 45 min. Potency, µM (doses to about 76.8 µM), for the others: top-dose activity, negative = inhibition, actives largely listed as inhibitors. pyruvate kinase (Trypanosoma brucei), Q57TT1. actives 0.12% (n = 410,000); further: nearly all actives have a fitted effect of over 50% in size
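Enzyme and substrate buffer are dispensed first and compound is pin-transferred. ADP at 130 uM final then starts the reaction, which runs 45 min at room temperature. Detection reagent is added for 10 min before luminescence is imaged.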
AmpC no deterg: qHTS Inhibitors of AmpC Beta-Lactamase (assay without detergent); AID 485341, 2010; Potency, µM (top dose mostly 57.1 µM), without a hit: at the top dose activity change, negative = inhibition, actives largely listed as inhibitors; actives 0.52% (n = 330,000); P00811; AmpC nitrocefin hydrolysis, absorbance 480 nm, 0.0001% Triton;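 further: plate controls were no compound for no effect and no enzyme for full effect; nearly all actives have a fitted effect of over 20% in size; some results filed as inactive show a strong effect at the top dose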
Target sequence (P00811 whole entry, looked up): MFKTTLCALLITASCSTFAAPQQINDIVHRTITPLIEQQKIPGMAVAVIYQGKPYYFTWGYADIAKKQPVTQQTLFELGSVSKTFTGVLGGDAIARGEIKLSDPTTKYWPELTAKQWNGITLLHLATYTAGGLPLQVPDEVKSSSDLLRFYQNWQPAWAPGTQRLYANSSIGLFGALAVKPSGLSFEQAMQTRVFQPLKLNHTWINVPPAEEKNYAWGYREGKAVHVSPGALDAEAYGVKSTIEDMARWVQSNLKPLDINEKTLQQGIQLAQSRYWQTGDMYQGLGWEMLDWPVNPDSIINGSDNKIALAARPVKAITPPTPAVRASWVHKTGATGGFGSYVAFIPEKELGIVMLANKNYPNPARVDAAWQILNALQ
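AmpC (5.3 nM in the dispensed reagent) in 20 mM phosphate pH 7.0 with 0.01% (detergent screen) or 0.0001% Triton X-100 was preincubated with compounds for 15 min at room temperature. Nitrocefin was then added from an 800 uM solution, and hydrolysis was followed at 480 nm.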
* marks the source's active call; other numbers are inactive results; [ ] = dose if it differs, or a comment. The call rests on the fitted dose curve; in most records, active means well fitted curve in the direction sought with a large enough effect; inconclusive means small, poorly fitted or top-dose-only effect, or another doubt; inactive means no such curve, though single readings can be large; an effect the other way counts as inactive or inconclusive. Unless noted, on the % scale 0 is the no-effect control and ±100 the full control effect; potency means the concentration at half of the fitted maximal effect.

SMILES | Tb PYK inh | AmpC no deterg
COc1ccc([C@H]2C(C(=O)O)=C[C@@H](CC3CCCC3)N2S(=O)(=O)c2ccc(C)cc2)cc1OC | -5% | -1%
CCC(CO)Oc1cc(NCc2ccc(C(F)(F)F)cc2)c2ncn(C(C)C)c2c1 (stereo not drawn) | -4% | 36%
C[C@H](CO)N1C[C@H](C)[C@H](CN(C)S(=O)(=O)c2cccs2)Oc2ccc(NC(=O)Nc3ccc4c(c3)OCO4)cc2CC1=O | -3% | 33%
Cc1cc(C(=O)NN=Cc2ccc(OC(=O)c3ccco3)cc2)c(C)o1 | -12% | -37%
C[C@@H]1CN([C@@H](C)CO)C(=O)c2cccc(NS(C)(=O)=O)c2O[C@H]1CN(C)CC1CCCCC1 | 1% | 1%
CC(C)(C)OC(=O)C[C@H]1C/C=C\C[C@@H](CC(=O)N(CCO)Cc2ccccc2)C(=O)N[C@@H](Cc2ccccc2)COC1=O | 2% | 194%[activator]
Nc1ncnc2c1ncn2[C@@H]1O[C@H](CNCc2ccccc2OCC(=O)N2CCCCC2)[C@@H](O)[C@H]1O | 3% | -16%
COc1ccc(CNc2nc(NCc3ccc(OC)cc3)c3ncn(C4CCCC4)c3n2)cc1 | 3% | -10%
COC(=O)C1CCN(C(=O)COc2ccc(S(=O)(=O)N3CCOCC3)cc2Cl)CC1 | 0% | -4%
CC(C)NC(=O)Nc1cccc2c1O[C@H](CN(C)C(=O)Nc1ccccc1)[C@@H](C)CN([C@H](C)CO)C2=O | 4% | -3%
COc1cccc(C(=O)OCC(=O)NCCC2=CCCCC2)c1 | 3% | -11%
Nc1ncnc2c1ncn2[C@@H]1O[C@H](CNC(=O)[C@H]2CCC(=O)N2)[C@@H](O)[C@H]1O | -3% | -17%
Cc1ccc(S(=O)(=O)NN=Cc2ccc(N3CCOCC3)cc2)cc1[N+](=O)[O-] | -9% | -32%
CCOc1ccc(NC(=O)COC(=O)c2cc(C)oc2C)cc1 | -2% | -26%
CCN(CC)C(=O)[C@H]1C[C@H](CC(=O)NCc2ccc(OC)c(OC)c2)C(=O)N2CCc3c([nH]c4cc(CCC(=O)N(C)C)ccc34)[C@]12C | 1% | 182%[activator]
CC[C@]12C(=O)N(C)C[C@H]([C@@H]3C(=O)N(C)C(=O)[C@@H]31)N2C(=O)c1ccc(C(F)(F)F)cc1 | 2% | -11%
COc1cc([C@@H]2OC[C@@H]3[C@H]2CO[C@@H]3c2ccc3c(c2)OCO3)ccc1O | -3% | -21%
COc1ccc(CNC(=O)COC(=O)c2ccc(S(=O)(=O)N3CCCCC3)cc2)cc1 | -1% | -18%
COc1ccc([C@H]2CC(=O)C=C(c3ccc4ncccc4c3)C2)cc1OC | 0% | 64%[activator]
CCOC(=O)c1ccc(-c2ccc3oc(-c4ccsc4)cc(=O)c3c2)cc1F | -2% | -9%
COCCCNC(=O)CC1C[C@H](C(=O)N2CCCCC2)[C@@]2(C)c3[nH]c4ccc(OC)cc4c3CCN2C1=O (stereo partly drawn) | 4% | 160%[activator]
CSc1ncccc1C(=O)OCC(=O)NC12CC3CC(CC(C3)C1)C2 | -3% | -15%
COCCN(C(=O)CSc1ccc2c(c1)OCCO2)c1c(N)n(CC(C)C)c(=O)[nH]c1=O | -5% | -15%
O=C1CN(C(=O)COC(=O)COc2ccccc2)c2ccccc2N1 | 6% | -21%
CN(CC(=O)Nc1ccc(F)c(F)c1F)C(=O)/C=C/c1ccco1 | -3% | -36%
SMILES | Tb PYK inh | AmpC no deterg
C[C@H](CO)N1C[C@H](C)[C@@H](CN(C)S(=O)(=O)c2ccccc2)Oc2c(NS(=O)(=O)c3cccs3)cccc2C1=O | 0% | 100%[activator]
Cc1cc(NC(=O)CN2C(=O)NC(CC(C)C)C2=O)no1 (stereo not drawn) | 2% | -20%
C[C@H](CO)N1C[C@H](C)[C@@H](CN(C)S(=O)(=O)c2ccccc2)Oc2c(NS(=O)(=O)c3ccc(F)cc3)cccc2C1=O | -7% | 166%[activator]
C[C@H](CO)N1C[C@H](C)[C@@H](CN(C)CC2CCCCC2)Oc2ccc(NC(=O)Cn3cnnn3)cc2C1=O | 0% | 22%
Cc1ccc2c(c1)C(=O)N1[C@H]3c4cc(Br)ccc4OC[C@@H]3[C@H](c3ccccc3)[C@]1(C)C(=O)N2 | -2% | -27%
Cc1cc(C(=O)CSc2nc(N)cc(N)n2)c(C)n1CC1CCCO1 (stereo not drawn) | -3% | -18%
C[C@@H]1COC(=O)[C@@H](Cc2ccc(F)cc2)C/C=C\C[C@@H](CC(=O)N(CCO)Cc2ccccc2)C(=O)N1 | 5% | 215%[activator]
Cc1cccc(C)c1-n1nnnc1SCC(=O)c1c(N)n(C2CC2)c(=O)[nH]c1=O | -10% | -19%
NC(=O)c1ccc(NC(=O)CSC(=O)c2ccccc2)cc1 | -9% | -35%
CCCc1cc(=O)[nH]c(SCC(=O)c2cc(C)n(CC3CCCO3)c2C)n1 (stereo not drawn) | 0% | -13%
C[C@H](CO)N1C[C@H](C)[C@@H](CN(C)CC2CC2)Oc2c(NS(=O)(=O)c3ccc(F)cc3)cccc2C1=O | 2% | 76%[activator]
COc1cc(CC(=O)OCC(=O)NC(C)c2ccccc2)cc(OC)c1OC (stereo not drawn) | 0% | -16%
COc1ccc2[nH]c3c(c2c1)CCN1C(=O)C(CC(=O)NCCCN(C)C)C[C@H](C(=O)N(C(C)C)C(C)C)[C@@]31C (stereo partly drawn) | 1% | 127%[activator]
C=C(C)C(O)CC/C(C)=C/Cc1c(O)ccc(C(=O)/C=C/c2ccc(O)cc2)c1O (stereo not drawn) | -3% | 10%
O=C(CCc1nc(-c2ccc(F)cc2)no1)Nc1cccc(C(=O)NC2CC2)c1 | 5% | -12%
CCN(C(=O)CN1CCC(C(=O)OC)CC1)c1c(N)n(Cc2ccccc2)c(=O)[nH]c1=O | 5% | -18%
Cc1c(C(=O)Nc2cccc(S(=O)(=O)N3CCOCC3)c2)oc2ccc(Br)cc12 | -20% | -28%
CC1CCCCN1C(=O)c1cc(S(=O)(=O)N2CCOCC2)ccc1Cl (stereo not drawn) | 3% | 0%
Cc1noc(C)c1S(=O)(=O)N(C)C[C@H]1Oc2c(NC(=O)NC3CCCCC3)cccc2C(=O)N([C@H](C)CO)C[C@@H]1C | -2% | 264%[activator]
COC(=O)/C=C/C1=CN(Cc2ccccc2)CCC1=O | 6% | -10%
CC(=O)N1CCN(S(=O)(=O)c2cccc(C(=O)OCC(=O)N(Cc3ccccc3)C(C)(C)C)c2)CC1 | 10% | 176%[activator]
COc1ccc(NC(=O)COC(=O)CN2C(=O)C3CC=CCC3C2=O)c([N+](=O)[O-])c1 (stereo not drawn) | -5% | -18%
O=C(NCCCN1CCOCC1)c1c(-c2ccccc2)sc2ccccc12 | 4% | 60%
Nc1cc(=O)[nH]c(SCC(=O)Nc2ccc(N3CCOCC3)cc2)n1 | -1% | -12%
CC(C)NC(=O)N(C)C[C@@H]1Oc2c(NS(=O)(=O)c3ccccc3)cccc2C(=O)N([C@@H](C)CO)C[C@@H]1C | -7% | 108%[activator]
SMILES | Tb PYK inh | AmpC no deterg
C=C[C@]1(C)C=C2CC[C@H]3[C@@](C)(CCC[C@@]3(C)C(=O)O)[C@@H]2CC1 | 2% | -31%
CC[C@]12c3[nH]c4ccccc4c3CCN1C(=O)C(CC(=O)NCc1cccc(C(F)(F)F)c1)C[C@@H]2C(=O)N1CCN(C(=O)C2CC2)CC1 (stereo partly drawn) | 0% | 114%[activator]
COc1cc(OC)cc(-c2c(C#Cc3ccsc3)c3cc(-c4cc(OC)c(OC)c(OC)c4)ccc3n2C)c1 | -3% | -10%
O=C1c2ccc(-c3ccc(F)cc3OCc3ccccc3)cc2S(=O)(=O)c2cccc(C(=O)N3CCN(c4ncc(Cl)cc4Cl)CC3)c21 | 3% | -39%
CN(C)C(=O)CCc1ccc2c3c([nH]c2c1)[C@]1(C)[C@@H](C(=O)N2CCCCC2)C[C@H](CC(=O)NCCC2=CCCCC2)C(=O)N1CC3 | 5% | 242%[activator]
CN(C(=O)CSc1nc2ccccc2c(=O)n1C)C1CCS(=O)(=O)C1 (stereo not drawn) | -3% | -14%
NS(=O)(=O)c1ccc(CCNC(=O)c2ccc(Cl)c(S(=O)(=O)NCc3ccco3)c2)cc1 | 1% | -30%
O=c1oc(CCCO)cc2ccccc12 | -11% | -21%
C[C@H](CO)N1C[C@H](C)[C@@H](CN(C)S(=O)(=O)c2ccccc2)Oc2c(NC(=O)CCC(F)(F)F)cccc2C1=O | -1% | 139%[activator]
Cc1cccc(-n2ncc3c(=O)[nH]c(SCC(=O)Nc4cc(C)on4)nc32)c1 | 2% | -18%
CNS(=O)(=O)c1cccc(C(=O)OCC(=O)NC2CCCC(C)C2C)c1 (stereo not drawn) | 4% | -12%
CC1CCCCC1NC(=S)NC(=O)c1ccccc1Cl (stereo not drawn) | -6% | -25%
O=C(NCc1ccco1)c1cccc2c1C(=O)c1ccc(N3CCCC3)cc1S2(=O)=O | 0% | -11%
CC(Sc1nncs1)C(=O)Nc1ccc(S(=O)(=O)Nc2ncccn2)cc1 (stereo not drawn) | 1% | -17%
COc1cc(/C=C2\SC(=S)N(NC(C)=O)C2=O)ccc1OC(=O)c1ccco1 | -5% | 55%
CC(Oc1ccc(Br)cc1)C(=O)NCCCN1CCCC1=O (stereo not drawn) | 1% | -10%
CNC[C@H]1Oc2ccc(NC(=O)Nc3ccc4c(c3)OCO4)cc2C(=O)N([C@H](C)CO)C[C@@H]1C | 0% | 171%[activator]
CC(C)(C)OC(=O)C[C@@H]1C/C=C\C[C@@H](CC(=O)NCCO)C(=O)NC[C@H](c2ccccc2)OC1=O | 1% | 59%
COc1cc(CN(C2CC2)S(=O)(=O)c2ccccc2Br)cc(OC)c1 | -4% | -19%
CCCN(C(=O)Cc1coc2cc(OC)ccc12)C1CCS(=O)(=O)C1 (stereo not drawn) | -22% | -12%

14 structures already listed, sorted by molecular weight, rising:
SMILES | Tb PYK inh | AmpC no deterg
CC1CCCCC1NC(=S)NC(=O)c1ccccc1Cl (stereo not drawn) | -6% | -25%
CC(Oc1ccc(Br)cc1)C(=O)NCCCN1CCCC1=O (stereo not drawn) | 1% | -10%
CN(C(=O)CSc1nc2ccccc2c(=O)n1C)C1CCS(=O)(=O)C1 (stereo not drawn) | -3% | -14%
CNS(=O)(=O)c1cccc(C(=O)OCC(=O)NC2CCCC(C)C2C)c1 (stereo not drawn) | 4% | -12%
Cc1cccc(-n2ncc3c(=O)[nH]c(SCC(=O)Nc4cc(C)on4)nc32)c1 | 2% | -18%
COc1cc(/C=C2\SC(=S)N(NC(C)=O)C2=O)ccc1OC(=O)c1ccco1 | -5% | 55%
CC(Sc1nncs1)C(=O)Nc1ccc(S(=O)(=O)Nc2ncccn2)cc1 (stereo not drawn) | 1% | -17%
O=C(NCc1ccco1)c1cccc2c1C(=O)c1ccc(N3CCCC3)cc1S2(=O)=O | 0% | -11%
CC(C)(C)OC(=O)C[C@@H]1C/C=C\C[C@@H](CC(=O)NCCO)C(=O)NC[C@H](c2ccccc2)OC1=O | 1% | 59%
NS(=O)(=O)c1ccc(CCNC(=O)c2ccc(Cl)c(S(=O)(=O)NCc3ccco3)c2)cc1 | 1% | -30%
COc1cc(OC)cc(-c2c(C#Cc3ccsc3)c3cc(-c4cc(OC)c(OC)c(OC)c4)ccc3n2C)c1 | -3% | -10%
C[C@H](CO)N1C[C@H](C)[C@@H](CN(C)S(=O)(=O)c2ccccc2)Oc2c(NC(=O)CCC(F)(F)F)cccc2C1=O | -1% | 139%[activator]
CN(C)C(=O)CCc1ccc2c3c([nH]c2c1)[C@]1(C)[C@@H](C(=O)N2CCCCC2)C[C@H](CC(=O)NCCC2=CCCCC2)C(=O)N1CC3 | 5% | 242%[activator]
O=C1c2ccc(-c3ccc(F)cc3OCc3ccccc3)cc2S(=O)(=O)c2cccc(C(=O)N3CCN(c4ncc(Cl)cc4Cl)CC3)c21 | 3% | -39%

Screening data deposited in PubChem by National Center for Advancing Translational Sciences (NCATS).

Only part of the results is shown; the hit share may differ from the screen's.
